# Screening data from PubChem BioAssay.
# H37Rv inhibition: M. tuberculosis growth inhibition, HTS (AID 449762); M. tuberculosis H37Rv growth inhibition, 7H9 media; higher % means a stronger effect; inhibition, % at 25 µM, or IC50 in µM where a hit was titrated; 330,000 tested, 0.59% active; in the data active = a potency from the dose series; inconclusive = inhibition above about 70% without an active follow-up result;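 also: bacterial growth assessed after seven days of incubation; strong numbers were not always called active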
# tuberculosis growth: growth inhibition of non-replicating M. tuberculosis (AID 488890); one-dose inhibition, % at 25 µM; IC50 in µM for titrated hits; Mycobacterium tuberculosis non-replicating, growth inhibition; higher % means a stronger effect; 320,000 tested, 0.39% active; in the data active = a potency from the dose series; inconclusive = inhibition mostly from about 82% at the one dose, without a potency; inactive = the rest, 99 in 100 with inhibition below about 76%;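 also: plate controls were DMSO cells for no effect and high antibiotic wells for full effect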
# Salmonella PhoP GFP: PhoP regulon inhibitors, Salmonella typhi PhoP promoter GFP reporter, confirmatory (AID 1850); 310,000 tested, 0.33% active; inhibition, % at 50 µM, or IC50 in µM where a hit was titrated; Salmonella Typhi PhoP-promoter GFP reporter, fluorescence, 4 h; higher % means a stronger effect; in the data active = a potency from the dose series; inconclusive = inhibition mostly from about 25% at the one dose, without a potency; inactive = the rest, 99 in 100 with inhibition below about 19%;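 also: 0% = induced wells with vehicle and 100% = uninduced wells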
# VEEV TC-83 Vero: inhibitors of VEEV TC-83 cytopathic effect, confirmation, Vero cells (AID 588727) | Vero cells, VEEV TC-83 cytopathic effect inhibition; higher % means a stronger effect | inhibition, % at 20 µM, or IC50 in µM where a hit was titrated | 350,000 tested, 0.13% active; in the data active = a potency from the dose series; inconclusive = inhibition mostly from about 14% at the one dose, without a potency; inactive = the rest, 99 in 100 with inhibition below about 12%; also: strong numbers were not always called active
# H1N1 NS1A inhibition: H1N1 influenza NS1A inhibitors, functional cell based assay (AID 504329); NS1A functional cell-based assay, percent inhibition; higher % means a stronger effect; one-dose inhibition, % at 12.5 µM; IC50 in µM for titrated hits; 340,000 tested, 0.3% active; in the data active = a potency from the dose series; inconclusive = inhibition above about 27% without an active follow-up result; also: strong numbers were not always called active
# The depositor's hits bear a star; i = inactive; ? = inconclusive; · = no result given.
# Below each compound – tuberculosis growth	VEEV TC-83 Vero	H37Rv inhibition	H1N1 NS1A inhibition	Salmonella PhoP GFP
- CCC(C)c1ccccc1N1CC(C(=O)N2CCN(S(=O)(=O)c3ccccc3Br)CC2)CC1=O (centres undefined)
 : 12%	5.8%	-2%	-1%	3%
- C[C@H](CO)N1C[C@H](C)[C@@H](CN(C)C)Oc2c(NS(=O)(=O)c3cn(C)cn3)cccc2C1=O
 : -9%	0.1%	1%	-12%	·
- CCC(CC)C(=O)NCc1cccnc1
 : -5%	0.1%	?	-4%	-7%
- Cc1ccc(CCC(=O)Nc2ccc(Br)cc2)o1
 : ?	i	5%	22%	9%
- O=C(COc1ccc([N+](=O)[O-])cc1)Nc1ccc2c(c1)nc1n2CCOC1
 : 7%	1.0%	5%	11%	3%
- CCC(=O)c1ccc(OCC(=O)OCC(=O)Nc2ccc3c(c2)OCCO3)cc1
 : 1%	0.5%	-2%	-18%	·
- Clc1ccc(OCc2cn3cccnc3n2)c2ncccc12
 : ·	1.6%	·	-7%	·
- O=C(Nc1cccc(C(=O)N2CCOCC2)c1)c1cccnc1
 : -9%	1.5%	0%	-6%	-4%
- COc1cc(NC(=O)c2c(F)cccc2F)nc(OC)n1
 : -2%	i	2%	-19%	-8%
- CC(=O)N(CCc1cccc(C)c1)Cc1cc2ccc(C)cc2[nH]c1=O
 : -1%	0.5%	0%	6%	1%
- COc1cc2c(cc1OC)CN(C(=O)CN1C(=O)NC3(CCCCC3C)C1=O)CC2 (centres undefined)
 : ·	0.6%	·	-4%	·
- CC(=O)N1CCN(C(=S)NC(=O)c2ccc(S(=O)(=O)N3CCOCC3)cc2)CC1
 : -3%	1.8%	-2%	-1%	2%
- N#Cc1cccc(CN2CCCN(Cc3ccc(F)cc3)S2(=O)=O)c1
 : 13%	8.2%	5%	-12%	-6%
- Nc1ccccc1-c1ccc([N+](=O)[O-])cc1
 : ·	0.5%	·	0%	·
- CC(C)(C)n1cnc2cc(NS(=O)(=O)c3ccc(Br)cc3)ccc21
 : 27%	2.9%	2%	-7%	-1%
- CCn1cc([N+](=O)[O-])c(C(=O)Nc2nc3ccc(OC)cc3s2)n1
 : 67%	1.4%	5%	4%	-2%
- CCCC(c1nnnn1CCc1ccccc1)N1CCN(C2CCCC2)CC1 (centres undefined)
 : 19%	i	-3%	8%	0%
- CCc1c(C)[nH]c2ccc(OC)cc2c1=S
 : ·	4.8%	·	1%	·
- O=C(N/N=C/CCc1ccccc1)c1ccc(CN2c3cccc4cccc(c34)S2(=O)=O)cc1
 : 28%	1.1%	-11%	-2%	7%
- Cc1ccc(CNCc2ccccc2Cl)cc1
 : 4%	0.9%	2%	-3%	-3%
- COc1nc(C)ccc1-c1noc(-c2cccnc2)n1
 : 3%	3.5%	-4%	-6%	-4%
- O=C(CN1C(=O)NC(Cc2ccccc2)C1=O)Nc1ccccc1F (centres undefined)
 : 3%	i	3%	-4%	·
- CCOC(=O)c1c(S(=O)(=O)N2CCN(Cc3ccccc3)CC2)c(C)n(C)c1C
 : -5%	i	-1%	3%	5%
- Cc1ccc2c(c1)CCCN2C(=O)C1CCCO1 (centres undefined)
 : 5%	i	1%	3%	-3%
- CCn1c(=O)cc(OCC(=O)Nc2cc(C)ccn2)c2ccccc21
 : 19%	1.4%	-5%	0%	-7%
- CCOC(=O)C1CCN(Cc2cccc(OC)c2)CC1
 : -13%	i	-10%	6%	-2%
- COc1cccc(CN2C(=O)C3(C(C#N)=C(N)OC4=C3C(=O)CCC4)c3ccccc32)c1 (centres undefined)
 : 24%	0.4%	2%	2%	-10%
- Cc1ccc(C(O)c2ccc(-n3ccnc3)cc2)cc1 (centres undefined)
 : 10%	i	3%	-6%	1%
- O=C1CCC([N+](=O)[O-])C(c2cc(Br)ccc2F)N1 (centres undefined)
 : 8%	0.2%	11%	-2%	5%
- N#Cc1ccc(COC(=O)CCc2c[nH]c3ccccc23)cc1
 : 4.7µM*	i	?	5%	-6%
- CC(Sc1nnc(COc2ccc([N+](=O)[O-])cc2)n1C)C(=O)O (centres undefined)
 : -5%	0.1%	-1%	0%	6%
- O=C(c1ccco1)[C@@H]1[C@@H]2C(=O)N(c3ccc(F)cc3)C(=O)[C@@H]2[C@H]2C=Cc3ccccc3N21
 : 35%	0.5%	-6%	1%	-15%
- O=C(NCCCN1CCOCC1)C1CCN(S(=O)(=O)c2c(Cl)cccc2Cl)CC1
 : -5%	4.7%	4%	-5%	0%
- O=C(COC(=O)C(CO)NS(=O)(=O)c1ccc(Br)cc1)Nc1ccc2c(c1)OCCO2 (centres undefined)
 : -12%	1.7%	0%	-5%	·
- CN1C(=O)NC(c2ccc(O)cc2)C(C(=O)c2cccs2)C1(O)C(F)(F)F (centres undefined)
 : 79%	2.4%	-1%	-7%	38µM*
- Cc1cc(C)nc(N/N=C/c2ccccc2Cl)n1
 : 10%	i	-5%	·	4%
- CCN1CCN(C(=O)c2cnn3c(C(F)F)cc(-c4ccc(C)cc4)nc23)CC1
 : 3%	i	-1%	-1%	5%
- Cc1nc2ccccc2cc1C(=O)Nc1ccccc1Cl
 : 11%	1.3%	-2%	-6%	-1%
- CC1CCC(NS(=O)(=O)c2ccc3c(c2)n(C)c(=O)c(=O)n3C)CC1 (centres undefined)
 : 10%	0.5%	-6%	2%	8%
- CN(CC(=O)Nc1ccc(Cl)c(C(F)(F)F)c1)C(=O)C1CCCO1 (centres undefined)
 : 9%	5.1%	-3%	1%	·
- Cc1cc(C)c2[nH]c(=O)c(CN(Cc3cccnc3)C(=S)NCCCN(C)C)cc2c1
 : 23%	3.5%	7%	1%	-2%
- O=C(NCC1(O)CCCCC1)C1CCC(=O)N(Cc2ccccc2F)C1 (centres undefined)
 : -9%	1.2%	0%	-5%	-3%
- OC(CN1CCOCC1)Cn1c2ccccc2c2ccccc21 (centres undefined)
 : 0%	1.3%	16%	-4%	-4%
- CN1CCc2c(sc3c2C(=O)NC(c2cccc(OC(=O)c4cccs4)c2)N3)C1 (centres undefined)
 : ·	2.7%	16%	-4%	-4%
- COC(=O)CSC1=C(C#N)C(=O)NC(c2ccccc2)S1 (centres undefined)
 : -2%	6.3%	-10%	3%	1%
- COc1cc(C2c3c([nH]c(=O)[nH]c3=O)Nc3ccc4ccccc4c32)cc(OC)c1OC (centres undefined)
 : 2%	4.0%	4%	2%	0%
- CCOC(=O)CC(NC(=O)C(Cc1ccc(N(CCCl)CCCl)cc1)NC(C)=O)C(=O)OCC (centres undefined)
 : 0%	8.7%	1%	1%	3%
- Cc1ccc(NC(=O)c2ccc(S(=O)(=O)NCc3cccnc3)cc2)cc1C
 : -10%	2.5%	39%	-6%	2%
- CC1(C)Cc2cccc(OCC(=O)Nc3ccccc3F)c2O1
 : 12%	0.1%	40%	-19%	4%
- O=C(Nc1ccc(Cl)cc1)C1CCCN(C2=NS(=O)(=O)c3ccccc32)C1 (centres undefined)
 : 41%	7.8%	1%	-16%	·
- O=C1CCC(=O)N1c1cccc(-c2nc3ccccc3o2)c1
 : 3%	0.4%	-3%	6%	-5%
- O=C(CC1OC(=O)c2ccccc21)Nc1cccc(S(=O)(=O)N2CCCCCC2)c1 (centres undefined)
 : 9%	2.4%	-1%	2%	-2%
- Cc1ccc(C2=NN(C(=S)Nc3ccccc3)C(c3ccco3)C2)cc1 (centres undefined)
 : 6%	2.7%	-2%	-2%	-4%
- Cc1ccccc1CNS(=O)(=O)c1c(C(=O)N2CCCC2)c(C)n(C)c1C
 : -6%	1.9%	-1%	-2%	4%
- COc1ccc(C(=O)c2coc3ccc(O)c(CN4CCOCC4)c23)cc1
 : 19%	i	2%	-9%	-5%
- CC(=O)c1cccc(NC(=O)NCCc2c[nH]c3ccccc23)c1
 : -3%	6.4%	4%	-22%	7%
- COc1cc(/C=C(\C#N)C(=O)NCC2CCCO2)ccc1OCC(=O)O (centres undefined)
 : -19%	i	-1%	·	4%
- O=C(c1cc(COc2cccc(C(F)(F)F)c2)on1)N1CCC(Oc2cccnc2)CC1
 : 65%	i	?	-2%	1%
- CCN(C[C@H]1N[C@@](CC)(C(=O)OC)[C@H]2C(=O)N(Cc3ccccc3)C(=O)[C@@H]12)C(=O)c1ccc(F)cc1
 : 3%	2.1%	0%	-20%	·
- C(=N\N=C\c1ccccc1)/c1ccccc1
 : ·	2.9%	1%	-3%	9%

# Sorted by formula weight (largest number first): 3 of the compounds above.
# Below each compound – tuberculosis growth	VEEV TC-83 Vero	H37Rv inhibition	H1N1 NS1A inhibition	Salmonella PhoP GFP
- COc1ccc(C(=O)c2coc3ccc(O)c(CN4CCOCC4)c23)cc1
 : 19%	i	2%	-9%	-5%
- CC(=O)c1cccc(NC(=O)NCCc2c[nH]c3ccccc23)c1
 : -3%	6.4%	4%	-22%	7%
- O=C1CCC(=O)N1c1cccc(-c2nc3ccccc3o2)c1
 : 3%	0.4%	-3%	6%	-5%

# (cont.)
# Below each compound – tuberculosis growth	VEEV TC-83 Vero	H37Rv inhibition	H1N1 NS1A inhibition	Salmonella PhoP GFP
- c1ccc2nc(OCCN3CC3)ccc2c1
 : 39%	·	1%	·	5%
- O=C(c1cc(COc2ccc(F)cc2Cl)on1)N1CCN(C2CCCCC2)C(=O)C1
 : 36%	3.3%	14%	-4%	-9%
- Nc1nc(Cl)cc(Oc2ccc([N+](=O)[O-])cc2)n1
 : 6%	1.3%	4%	21%	-4%
- Cc1ccc(-c2ocnc2C(=O)Nc2nc(C)cs2)cc1
 : 68%	0.6%	?	-4%	-5%
- CCOC(=O)c1cc(-c2ccccc2)n(CC(=O)Nc2ccc(OC)cc2)c1C
 : -8%	0.3%	0%	-5%	-8%
- CC(C(=O)NC1CCCCC1)N1C(=O)c2cccc3cccc1c23 (centres undefined)
 : 2%	5.5%	3%	-4%	-2%
- CN1CCN(C(=O)c2cc3nc(-c4ccc(F)cc4)cc(C(F)(F)F)n3n2)CC1
 : 0%	i	-2%	1%	-5%
- COc1ccc(-c2sc3cc(OC)c(OC)cc3c2C#CC(C)(C)O)cc1
 : 34%	2.1%	0%	0%	·
- CC(=O)Nc1cc(S(=O)(=O)Nc2ccccc2C)c(C)cc1C
 : 3%	3.2%	-3%	-26%	0%
- Cc1ccc(C(=O)O)cc1NC(=O)CCc1ccccc1
 : -8%	0.8%	0%	-13%	-11%
- CC/C(C)=C1\SC(N2CCN(C(C)=O)CC2)=NC1=O
 : 3%	1.9%	11%	4%	-2%
- O=S(=O)(c1ccc2ccccc2c1)n1cnc2ccccc21
 : 5%	1.6%	-7%	-10%	2%
- C[C@H](CO)N1C[C@H](C)[C@@H](CN(C)Cc2ccc(C(=O)O)cc2)Oc2c(cccc2N(C)C)C1=O
 : -17%	0.4%	5%	-14%	·
- Nc1nc(-c2ccccc2)c(CCCNc2ccccc2)c(=O)[nH]1
 : ·	4.4%	·	6%	·
- COc1ccccc1NC(=O)c1cc(=O)[nH]c2ccccc12
 : -3%	1.7%	4%	-19%	3%
- COc1cccc(OC)c1OCCCN1CCOCC1
 : -7%	i	1%	0%	-2%
- CC(C)(C)c1cc(CN(CCO)CCO)c(O)c(C(C)(C)C)c1
 : 27%	0.5%	4%	-1%	-3%
- O=c1c2cnn(-c3ccccc3)c2nc(-c2cccs2)n1-c1ccc(Cl)cc1
 : -11%	0.4%	-1%	-17%	-6%
- Cc1nc(SCC(=O)N2CCOCC2)c2ccsc2n1
 : -6%	1.0%	-10%	2%	1%
- COc1ccc(-c2cc(=Nc3ccc(C(=O)O)cc3)c3cc(C)ccc3o2)cc1
 : 6%	0.8%	1%	2%	9%
- Fc1cccc(NCCc2c[nH]c3ccccc23)n1
 : 18%	3.0%	0%	24%	3%
- COC(=O)c1ccccc1NC(=O)NCc1c(C)nn(C)c1C
 : 3%	i	-3%	3%	-2%
- CCOC(=O)c1cc(NC(=O)Nc2ccc(Br)cc2)c(C)nc1C
 : 30%	3.2%	32%	-4%	-1%
- CC(=O)c1ccc(NC(=S)N(CCCN(C)C)Cc2ccccc2)cc1
 : 7%	i	6%	-3%	4%

# 6 consecutive records already listed, for reference:
# Below each compound – tuberculosis growth	VEEV TC-83 Vero	H37Rv inhibition	H1N1 NS1A inhibition	Salmonella PhoP GFP
- Cc1nc(SCC(=O)N2CCOCC2)c2ccsc2n1
 : -6%	1.0%	-10%	2%	1%
- COc1ccc(-c2cc(=Nc3ccc(C(=O)O)cc3)c3cc(C)ccc3o2)cc1
 : 6%	0.8%	1%	2%	9%
- Fc1cccc(NCCc2c[nH]c3ccccc23)n1
 : 18%	3.0%	0%	24%	3%
- COC(=O)c1ccccc1NC(=O)NCc1c(C)nn(C)c1C
 : 3%	i	-3%	3%	-2%
- CCOC(=O)c1cc(NC(=O)Nc2ccc(Br)cc2)c(C)nc1C
 : 30%	3.2%	32%	-4%	-1%
- CC(=O)c1ccc(NC(=S)N(CCCN(C)C)Cc2ccccc2)cc1
 : 7%	i	6%	-3%	4%

# The order is random; about 1.5% have a hit in one of these screens.
